Screening data: PubChem, National Center for Advancing Translational Sciences (NCATS)
Shiga inhibitor: Shiga toxin inhibition | hit rate 9.2% among 290,000 | inhibition, % at 38.7 µM | Vero cells, Shiga toxin protein synthesis inhibition reporter | AID 2315; in the data active = inhibition mostly above about 28%, no sharp cut-off; inactive = mostly below about 43%; also: 0% is about no effect
FBPA Giardia inh: inhibitors of Giardia lamblia fructose-1,6-bisphosphate aldolase; A8B2U2; purified Giardia FBPA; hit rate 0.71% among 290,000; AID 2451; Potency, µM (doses to about 59.6 µM), without a hit: top-dose activity, negative = inhibition, usual class: inhibitors; also: potency is read from the fitted curve at half-maximal effect; % is scaled to controls: 0 for no effect and ±100 for the full control effect; nearly all actives have a fitted effect of over 55% in size
Target sequence (A8B2U2 whole entry, looked up): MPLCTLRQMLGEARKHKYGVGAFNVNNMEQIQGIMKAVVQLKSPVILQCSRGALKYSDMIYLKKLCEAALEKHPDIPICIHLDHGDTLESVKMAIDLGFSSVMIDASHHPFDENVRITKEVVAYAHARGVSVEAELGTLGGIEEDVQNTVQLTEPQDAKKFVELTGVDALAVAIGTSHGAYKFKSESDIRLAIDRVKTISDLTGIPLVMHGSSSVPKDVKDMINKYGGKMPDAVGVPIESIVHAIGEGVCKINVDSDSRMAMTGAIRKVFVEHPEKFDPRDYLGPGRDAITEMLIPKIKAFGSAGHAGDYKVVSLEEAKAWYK
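40 nM FBPA preincubated 10 min at RT with compound (up to 57.5 uM final), then substrate plus GAPDH/TPI/NAD/arsenate coupling and diaphorase/resazurin added. Fluorescence read after 20 min at RT, 525/598 nm.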
CHX counter: affects cycloheximide protein synthesis inhibition readout, counter-screen; cell reporter, cycloheximide protein synthesis inhibition counterscreen; max response, %; hit rate 12% among 300,000; in the data active = max response mostly above about 13%, no sharp cut-off; inactive = mostly below about 14%; also: read at 38.3 µM for the half of the compounds with a filed dose; 0% is about no effect
Pf growth 48h: P. falciparum growth inhibition at 48 hours (one generation); P. falciparum luciferase growth in erythrocytes, 48 h; Potency, µM (highest dose often 28.7 µM), without a hit: at the top dose activity change, negative = inhibition, hits mostly inhibitors; hit rate 5.9% among 310,000; AID 504832; also: potency is read from the fitted curve at half-maximal effect; % is scaled to controls: 0 for no effect and ±100 for the full control effect
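Parasite viability was followed by luminescence of a genomically integrated firefly luciferase. Cultures held 0.1% parasitemia at 2% hematocrit (final), incubated under 5% CO2 at 37 C.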
HCV inh: blocks hepatitis C virus; Potency, µM (series often up to 41.8 µM), inactives show at the top dose activity change, negative = inhibition, most hits filed as inhibitors; Huh7.5.1 HCVcc-Cre infection, luciferase reporter, 44 h; hit rate 3.4% among 340,000; also: potency is read from the fitted curve at half-maximal effect; % is scaled to controls: 0 for no effect and ±100 for the full control effect
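HCVcc-Cre virus at an moi near 0.5 was added right after compound to cells cultured 4 h from seeding (1,000 cells/well). Luciferase activity was determined 44 h later, 15 min after substrate addition at RT.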
Pf growth 96h: inhibits malaria parasite growth, 96 h. P. falciparum luciferase reporter growth, 96 h. Potency, µM (highest dose often 28.7 µM), inactives show top-dose activity change, negative = inhibition, most hits filed as inhibitors. hit rate 6.9% among 320,000. AID 504834; also: potency is read from the fitted curve at half-maximal effect; % is scaled to controls: 0 for no effect and ±100 for the full control effect
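Plates of compound plus infected erythrocytes (2% hematocrit, 0.05% parasitemia final) incubate 96 hours, 37 C, 5% CO2. Detection reagent added; reduced luminescence from the parasites' luciferase reporter flags inhibition.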
The depositor's hits bear a star; i = inactive; ? = inconclusive; · = not tested or not shown; & = joins results of further samples; [ ] = another dose, or the depositor's remark. Unless noted, calls follow the shape of the dose curve; as a rule, active = well fitted curve in the direction sought with a large enough effect; inconclusive = small, poorly fitted or top-dose-only effect, or another doubt; inactive = no such curve, though single readings can be large; an effect the other way counts as inactive or inconclusive.

structure	Shiga inhibitor	FBPA Giardia inh	CHX counter	Pf growth 48h	HCV inh	Pf growth 96h
CC(C)C(CCN1C(=O)c2ccccc2C1=O)c1ccco1 (configuration not stated)	-9	0%	1	·	-1%	-25%
COc1ccc(/C=N/n2c(=O)[nH]c3c([nH]c4ccc(Br)cc43)c2=O)cc1CN1CCOCC1	-13	5%	-2	?	3%	?
CCC(C)c1ccccc1N1CC(C(=O)Nc2ccc(C)c(S(=O)(=O)N3CCOCC3)c2)CC1=O (configuration not stated)	·	·	·	13µM*	3%	?
COc1ccccc1-c1cc(C(=O)N2CCN(S(=O)(=O)c3ccc(C)cc3)CC2)[nH]n1	-10	-16%	-3	0.47µM*	?	15µM*
CNC(=S)N(CCc1c(C)[nH]c2ccc(C)cc12)Cc1ccco1	-9	0%	-3	-1%	?	-15%
O=CN1CCN(C(=O)c2ccccc2Cl)CC1	12	2%	-1	10%	-24%	·
COc1ccc(NC(=S)NCc2ccc3c(c2)cc(C)n3C)cc1	-10	-5%	-3	14%	-28%	?
COc1cc2oc(=O)cc(-c3ccc(-c4ccc(CO)cc4)cc3)c2c(OC)c1OC	i	2%	4	·	?	·
CC(=O)Nc1ccc(NC(=O)CSc2nnc(NC(=O)c3cccc(F)c3)s2)cc1	12	·	10	50%[activator]	7%	53%[activator]
CCOC(=O)c1[nH]c(C)c(C(=O)NCc2ccc(OC)cc2)c1C	-20	2%	9	·	-22%	?

Compound profiles, from the list above. Order of screens: Shiga inhibitor | FBPA Giardia inh | CHX counter | Pf growth 48h | HCV inh | Pf growth 96h
Listed for `CNC(=S)N(CCc1c(C)[nH]c2ccc(C)cc12)Cc1ccco1` : -9 | 0% | -3 | -1% | ? | -15%
Listed for `COc1ccc(/C=N/n2c(=O)[nH]c3c([nH]c4ccc(Br)cc43)c2=O)cc1CN1CCOCC1` : -13 | 5% | -2 | ? | 3% | ?
Listed for `CC(=O)Nc1ccc(NC(=O)CSc2nnc(NC(=O)c3cccc(F)c3)s2)cc1` : 12 | · | 10 | 50%[activator] | 7% | 53%[activator]
Listed for `CCOC(=O)c1[nH]c(C)c(C(=O)NCc2ccc(OC)cc2)c1C` : -20 | 2% | 9 | · | -22% | ?

Additional structures follow:
structure	Shiga inhibitor	FBPA Giardia inh	CHX counter	Pf growth 48h	HCV inh	Pf growth 96h
CN=c1scc(C)n1/N=C/c1ccc(O)c(O)c1O	-15	3.2µM*	-11	·	-17%	-39%
Cn1ncc([N+](=O)[O-])c1C(=O)Nc1ccc(-c2ccccc2)cc1	·	-6%	13*	-10%	-1%	-4%
COc1ccc(C(CCN2CCCC(C)C2)c2c(OC)cc(OC)c3c2OC(=O)CC3c2cc(OC)c(OC)c(OC)c2)cc1 (configuration not stated)	6&-2	-4%&-2%	-1&-2	12µM*	-18%	10µM*
CCOC(=S)SCC(=O)N1CCc2cc(OC)ccc2C1C1C(=O)CCCC1=O (configuration not stated)	-18	-7%	-7	24%	21%	?
COCCCNc1ncnc2c1cnn2-c1ccc(C)cc1C	11	-7%	11	-1%	-14%	9%
CC1CCCN(S(=O)(=O)c2ccc([N+](=O)[O-])cc2)C1 (configuration not stated)	1	11%	-1	?	-5%	77%[activator]
Cc1ccc(NC(=O)C2CC(=O)N(c3ccc4c5c(cccc35)CC4)C2)cc1 (configuration not stated)	-18	1%	-2	0%	?	21%
CCOC(=O)c1cnn(-c2ccccc2)c1NC(=O)c1ccccc1	-15	8%	-1	·	-10%	-61%
Cc1ccc(-c2nsc(SCC(=O)NCC3CCCO3)n2)cc1 (configuration not stated)	56*	5%	19	18%	10µM*	63%[activator]
Cc1cc(C)c2c(CC(=O)NN(C)C)coc2c1	-2	0%	-2	9%	6%	?
O=C(CSc1nc2ccccc2[nH]1)Nc1ccc(F)c(F)c1	-11	17%	-2	-2%	-22%	10%
CCOC(=O)c1sc2ncn(CC(=O)Nc3cc(C)on3)c(=O)c2c1C	·	·	·	1%	-3%	7%
O=C(COC(=O)c1ccc2ccccc2c1)NCCCc1ccccc1	-12	2%	1	19%	3%	33%
O=C(NCc1ccncc1)c1ccc(N2CCCC2)c([N+](=O)[O-])c1	-6	0%	0	17%	-27%	-17%
COc1ccccc1C(C)NC(=O)c1cc(=O)[nH]c2ccccc12 (configuration not stated)	11	0%	7	9%	11%	?
CCN(CC)S(=O)(=O)c1cccc(C(=O)c2c(C)cc3ccccn23)c1	14	1%	-3	-14%	?	?
Cc1ccc(N(C(=O)c2csnn2)C(C(=O)NC(C)(C)C)c2cccnc2)cc1C (configuration not stated)	4	4%	5	8%	30%	9%
COC(=O)c1ccccc1-c1cn(C)c2ccccc2c1=O	-2	9%	-2	·	17%	-27%
COc1ccc(Oc2c(C)oc3cc(OC(=O)N(C)C)ccc3c2=O)cc1	24	9%	7	-23%	-11%	24%
Cc1cc(=O)oc2c3c4c(cc12)OCCN4CCC3	2	?	3	7%	?	228%[activator]
CC(C)Cn1nc(NC(=O)C(C)(C)C)c2cc3ccccc3nc21	-1	9%	-1	9.3µM*	-10%	?
CCOc1ccc2ncc(S(=O)(=O)c3ccccc3)c(N3CCN(c4ccc(OC)cc4)CC3)c2c1	-1	5%	-5	8.3µM*	?	2.9µM*
COc1cc(S(=O)(=O)N(CCc2ccccc2)Cc2cccs2)ccc1-n1cnnn1	-3	-1%	-2	?	-2%	?
CN[C@H]1CCc2cc(OC)c(OC)c(OC)c2-c2ccc(N(C)CC(OC)OC)c(=O)cc21	-3	-9%	-1	·	1%	?
S=C(NC12CC3CC(CC(C3)C1)C2)N1CCCC1	-2	5%	-4	-2%	-2%	29%
COc1ccccc1NC(=O)c1ccc2c(O)c(S(=O)(=O)c3ccccc3)c(=O)[nH]c2c1	-5	8%	-1	26%	3%	12µM*
CCN(CC(=O)NC(C)C)C(=O)C(CCSC)NC(=O)c1cccc(C)c1 (configuration not stated)	-16	4%	2	·	13%	30%
COc1cc(NC(=O)NCC2CCN(Cc3ccccc3Cl)CC2)cc(OC)c1OC	13	4%	-3	?	-28%	-1%
CCO[C@@H]1OC(C(=O)N2CCOCC2)=C[C@H](c2ccc(C(F)(F)F)cc2)[C@H]1CCCO	-12	-3%	2	-7%	12%	9%
CCCn1c(SCC(=O)N(C)CC(=O)Nc2ccc(C)cc2)n[nH]c1=O	·	·	·	-21%	14%	?
COc1ccc(S(=O)(=O)Cc2ccc(C(=O)N3CCN(c4ccc(Cl)cc4)CC3)o2)cc1	-6	3%	-2	·	?	204%[activator]
CCCn1nnc(NC(=O)c2ccc(-c3cccc(Cl)c3)o2)n1	140*	0%	41*	58%[activator]	?	?
COc1ccc(/C=C/C(=O)c2ccccc2)cc1COc1ccccc1F	2	1%	2	?	?	?
COc1ccc(C(=O)Nc2cc(C)on2)cc1	47	2%	27*	123%[activator]	-6%	0%
Cn1cc([N+](=O)[O-])c(C(=O)Nc2cc(Oc3cccnc3)cc([N+](=O)[O-])c2)n1	-34	·	-7	1%	?	18%
Oc1ccccc1-[n+]1c(-c2ccccc2)cc(-c2ccccc2)c(O)c1-c1ccccc1	·	·	·	?	-29%	?
O=c1[nH]c2cc3c(cc2cc1CN(Cc1nnnn1CC1CCCO1)C1CCCC1)OCO3 (configuration not stated)	-2	-18%	16	32%[activator]	13%	10µM*
COc1cccc(/C(C)=N/Nc2ncc(Cl)cc2Cl)c1	38*	-6%	42*	113%[activator]	0%	117%[activator]
CCOc1ccc2nc(SC3CC(=O)N(c4cccc(OC)c4)C3=O)sc2c1 (configuration not stated)	-14	0%	-2	49%[activator]	20%	?
COc1ccc(S(=O)(=O)Nc2cccc(-c3ccc(N4CCCCCC4)nn3)c2)cc1OC	40*	·	35*	?	?	0%
Cc1nn(CCOc2ccccc2Cl)c(C)c1[N+](=O)[O-]	-8	-2%	6	-14%	12%	?
Cc1ccc(NC(=O)N(CCC#N)Cc2ccccc2)cc1	2	5%	8	33%[activator]	9%	-3%
CCCCNC(=O)CS(=O)Cc1nc(-c2cccc(Cl)c2)oc1C (configuration not stated)	-23	-4%	-12	·	-7%	5%
O=C(COC(=O)c1c(F)cccc1F)c1ccc[nH]1	82*	0%	38*	?	-1%	48%[activator]
O=C(Nc1nc(-c2ccccc2)cs1)c1ccc2c(=O)n3c(nc2c1)CCCCC3	-4	6%	0	2%	2.5µM*	?
CCCc1nnc(NC(=O)CCN2C(=O)c3ccccc3C2=O)s1	9	0%	-2	4%	10%	?
O=C1[C@H]2[C@@H](c3ccc(Cl)cc3)N3C(=O)N(c4cccc(Cl)c4)C(=O)[C@@]3(Cc3ccc(Cl)cc3)[C@H]2C(=O)N1C1CCCCC1	·	·	·	2.6µM*	12%	?
Cc1ccc(Nc2c([N+](=O)[O-])ccc3nonc23)cc1C	-6	4%	2	?	8%	0%
Cc1nc2c(c(=O)c3ccccc3n2C)c(=O)n1-c1ccccc1	24	-6%	1	?	4%	?
COc1ccc(NC(=O)CSc2nnc(CCC(=O)O)c(=O)n2N)cc1	-9	-4%	-6	?	10%	-24%

Next part
structure	Shiga inhibitor	FBPA Giardia inh	CHX counter	Pf growth 48h	HCV inh	Pf growth 96h
Cc1ccc(NC(=O)c2ccccc2N2C(=O)C3C4C=CC(C5CC45)C3C2=O)cc1C (configuration not stated)	5	-6%	-1	?	-12%	9.3µM*
O=C(CCNS(=O)(=O)c1ccc2[nH]c(=O)oc2c1)Nc1cccc(Br)c1	-5	?	-2	-5%	5%	?
COc1cccc(C2CC(c3cccs3)=NN2C(=O)c2ccco2)c1O (configuration not stated)	-13	-6%	-1	?	14µM*	?
CC1CC(=O)N(c2ccc(NCc3ccccc3Cl)c([N+](=O)[O-])c2)C1=O (configuration not stated)	78	0%	-2	14%	-8%	8%
Cc1ccc(C(O)c2nc3ccccc3n2C)cc1 (configuration not stated)	-2	-10%	-4	-19%	?	?
CC1CCCC(C)N1C(=O)COC(=O)c1cc(-c2cccs2)nn1-c1ccccc1 (configuration not stated)	·	·	·	?	-2%	-12%
Cc1nnc(SCc2ccc3c(c2)OCO3)s1	142*	-3%	81*	·	20%	194%[activator]
CC(C)(C)c1ccc(C(=O)Nc2ccccc2C(=O)NCCN2CCOCC2)cc1	35	0%	13*	12%	6%	-14%
Cc1[nH]c2ccccc2c1Cc1nnc(SCC(N)=O)o1	-2	-3%	-2	2%	17%	18%
CN(C)S(=O)(=O)c1ccc(NC(=O)COC(=O)C2COc3ccccc3O2)cc1 (configuration not stated)	-4	-4%	-6	-42%[1.15 µM]	7%	-31%[1.15 µM]
C/C(=N\NC(=O)CNC(=O)c1ccccc1F)c1ccco1	-5	4%	2	39%[activator]	20%	?
CN(C)S(=O)(=O)c1ccc(N2CCCC2)c(C(=O)N2CCN(S(=O)(=O)c3ccccc3F)CC2)c1	·	·	·	?	?	-30%
Cc1nn(C)c(C(=O)N/N=C/c2ccc(-c3ccccc3)cc2)c1Cl	-31	·	-3	10%	-9%	19%
COc1ccc(NC(=O)CN2CCN(CC#N)CC2)cc1	·	-12%	-2	-12%	18%	-1%
COc1ccc(CCNC2=C(Cl)C(=O)N(Cc3ccccc3)C2=O)cc1OC	-5	-6%	5	12µM*	13µM*	16%
CC1(C(=O)O)Cc2ccccc2C(=O)O1 (configuration not stated)	5	-19%	16	·	6%	-18%
CC(=O)Nc1c2c(nn1-c1cccc(Cl)c1)CS(=O)(=O)C2	-10	9%	-2	14%	17%	34%[activator]
COC(=O)N/N=C/c1cn(Cc2c(Cl)cccc2Cl)c2ccccc12	-4	1%	-2	?	?	?
